Screening data: PubChem BioAssay, several laboratories
S1P4 agonist: S1P4 receptor agonists, primary screen, cell-based | Sphingosine 1-phosphate receptor 4 (Homo sapiens), O95977 | S1P4-expressing cell line, agonist reporter assay | activation, % at 4.98 µM | 0.35% of 220,000 active | AID 1509, 2009; in the data active means activation above about 11%;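 further: 0% = DMSO vehicle and 100% = reference agonist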
eIF4E-4G inh: eIF4E–eIF4G protein interaction inhibitors, primary screen, biochemical, uHTS, TR-FRET, eIF4GI fragment; Eukaryotic translation initiation factor 4E (Mus musculus) + Eukaryotic translation …; AID 782, 2007; 0.37% of 220,000 active; inhibition, % at 21.7 µM; TR-FRET eIF4E-eIF4GI(517-606) binding, 2 h;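 active means inhibition above about 30%, limit read from the data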;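 further: 0% = full FRET control wells and 100% = background wells lacking eIF4GI fragment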
NPY-Y2 PAM-ag: NPY-Y2 potentiators or agonists, primary screen, cell-based | cells expressing NPY-Y2, potentiator/agonist read-out | activation, % at 3.6 µM | Neuropeptide Y receptor type 2 (Homo sapiens), P49146 | 0.45% of 220,000 active; in the data active means activation above about 27%;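 further: cells stimulated with NPY near EC25 plus isoproterenol at EC100; 0% = vehicle plus submaximal agonist and 100% = vehicle plus saturating agonist; some results beyond the cut were filed as inactive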
Ba/F3 V617F tox: reduced viability of JAK2V617F-dependent Ba/F3 cells, primary screen, JAK2V617F inhibitor project, cell-based, Ba/F3 EpoR-JAK2V617F, luminescence | ATP luminescence | inhibition, % at 5.6 µM | 1.1% of 220,000 active | AID 1446, 2008;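 active means inhibition above the campaign mean plus 3 SD over all tested compounds, cut at about 24% in these data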;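 further: cytokine-independent growth of Ba/F3 cells driven by EpoR plus mutant JAK2; 0% = DMSO-treated cells and 100% = JAK inhibitor I control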
PERK inhibitor: block of dimerizer-induced PERK translation repression, primary screen, PERK inhibitor project, CHO PERK-DD cells, SEAP luminescence, HTS. CHO PERK-DD fusion, SEAP luminescence translation reporter. inhibition, % at 5.6 µM. 0.17% of 220,000 active. AID 1416, 2008;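 active means inhibition above the mean inhibition of all tested compounds plus 3 SD, set separately per screening campaign, cut at about 2.9% in these data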;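 further: PERK kinase domain activated by AP20187 dimerizer at 100 nM; 0% = DMSO with dimerizer and 100% = rapamycin at 8.4 µM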
MDM2 E3 inh: MDM2-luciferase reporter signal enhancers, primary screen, MDM2 E3 ligase inhibitor project, cell-based, luminescence, 1536-well. AID 1230, 2008. E3 ubiquitin-protein ligase Mdm2 (Homo sapiens), Q00987. cell-based MDM2 ubiquitination luciferase reporter, 2 h; 0 = plate control, 100 = twice control, blank-subtracted. signal enhancement, % at 5 µM. 0.11% of 210,000 active;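 active means signal enhancement of 30% or more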;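 further: luminescence tracks abundance of the self-degrading MDM2-luciferase fusion protein; higher signal means inhibition of MDM2 E3 ligase activity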
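system = mammalian cells stably expressing self-ubiquitinating, self-degrading MDM2 E3–luciferase fusion | quantity = 2000 cells per well seeded | incubation = 4 h cell settling then 2 h compound exposure, 37 °C | signal = SteadyLite luminescence, 15 min reagent step | benchmarks = plate control and blank wells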
S1P4 antag: S1P4 receptor antagonists, primary screen, cell-based; AID 1510, 2009; S1P4-expressing cells, antagonist mode, reporter read-out; 0.26% of 220,000 active; inhibition, % at 4.98 µM; Sphingosine 1-phosphate receptor 4 (Homo sapiens), O95977; in the data active means inhibition above about 29%;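 further: 0% = wells stimulated with agonist and 100% = vehicle wells without agonist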
BaF3 tox: parental Ba/F3 cell viability inhibition, counter-screen for JAK2V617F inhibitor project, murine pro-B, CellTiter-Glo luminescence; inhibition, % at 5.6 µM; AID 1486, 2009; 1.1% of 220,000 active; CellTiter-Glo ATP luminescence;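 active means inhibition above a per-campaign cutoff, the mean inhibition of all tested compounds plus 3 SD, cut at about 27% in these data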;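 further: 0% = DMSO wells and 100% = JAK Inhibitor I control wells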
Wee1 stabilizer: Wee1 degradation inhibitors, primary screen, cell-based, HeLa, Wee1K328M-luciferase, luminescence; Wee1-like protein kinase (Homo sapiens), P30291; HeLa Luc-Wee1K328M stability; 100% = proteasome inhibitor MG132 effect; reporter increase, % at 5 µM; 1.2% of 220,000 active;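 active means activation above the mean of all tested compounds plus 3 SD, set per screening run, cut at about 8.8% in these data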;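 further: cells exposed to compound for 20 h before luminescence read; 0% = DMSO alone and 100% = MG132 at 30 µM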
Target sequence (P30291 whole entry K328M): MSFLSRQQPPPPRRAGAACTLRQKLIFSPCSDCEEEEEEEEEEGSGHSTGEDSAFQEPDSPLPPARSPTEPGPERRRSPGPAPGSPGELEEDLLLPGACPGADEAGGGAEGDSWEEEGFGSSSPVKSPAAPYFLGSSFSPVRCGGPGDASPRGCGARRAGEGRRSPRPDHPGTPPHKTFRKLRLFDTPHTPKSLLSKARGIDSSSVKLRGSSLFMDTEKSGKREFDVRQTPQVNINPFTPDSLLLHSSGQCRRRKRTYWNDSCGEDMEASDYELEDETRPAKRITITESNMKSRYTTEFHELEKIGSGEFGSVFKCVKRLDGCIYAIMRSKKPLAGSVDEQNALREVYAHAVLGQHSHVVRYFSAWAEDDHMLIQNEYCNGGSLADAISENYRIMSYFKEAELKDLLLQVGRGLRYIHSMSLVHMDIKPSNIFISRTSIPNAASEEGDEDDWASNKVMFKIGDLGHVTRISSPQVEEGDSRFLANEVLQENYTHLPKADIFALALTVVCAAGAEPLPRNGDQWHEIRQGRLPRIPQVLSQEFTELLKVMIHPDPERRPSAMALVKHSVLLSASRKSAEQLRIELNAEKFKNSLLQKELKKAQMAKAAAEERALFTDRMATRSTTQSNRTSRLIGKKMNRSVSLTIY
An asterisk follows results filed as active; / = no result given; [ ] = remark or other dose.

Structure | S1P4 agonist | eIF4E-4G inh | NPY-Y2 PAM-ag | Ba/F3 V617F tox | PERK inhibitor | MDM2 E3 inh | S1P4 antag | BaF3 tox | Wee1 stabilizer
COc1cc(C2NC(=O)NC(C)=C2C(=O)OCc2ccc(C)cc2)cc(OC)c1O (centres undefined) | 2.2 | 1 | -9 | 2 | -0.4 | -14 | -3 | -1 | 2
Cn1cnc([N+](=O)[O-])c1N=C(N)N | -0.3 | -7 | -14 | 1 | -1.3 | -11 | -4 | -5 | 1
COc1ccc2[nH]c(=O)c(CN(C(=O)c3cccnc3)c3ccccc3OC)cc2c1 | 1.2 | 10 | -1 | -1 | -0.2 | -10 | -19 | 7 | 3
O=C(NNC(=S)NCc1ccccc1)c1ccc(Br)o1 | 0.2 | -3 | -22 | -1 | 1.4 | -5 | -10 | 10 | 5
Cn1c(=O)c(C(=S)NC(=O)C2CC2)c(N)n(Cc2ccccc2)c1=O | 0.2 | -7 | -1 | 1 | -0.8 | -10 | -19 | 4 | -2
Cc1cc(C(C)(C)C)ccc1OCCn1ccnc1 | -1.9 | / | -3 | -2 | -0.7 | -20 | -17 | 5 | -2
CCC(C(=O)OCC(=O)Nc1cccc(C(C)=O)c1)c1ccccc1 (centres undefined) | -0.5 | 3 | 0 | 3 | 0.0 | -27 | -12 | 6 | -1
COc1ccc(C(N)=O)cc1NC(=O)CC(O)(C(F)(F)F)C(F)(F)F | 0.6 | -5[fluorescence artefact?] | -6 | -3 | 0.6 | -8 | 4 | 3 | -2
O=C(Cn1cc[n+](Cc2ccccc2)c1)c1ccc([N+](=O)[O-])cc1 | 0.5 | -2 | -3 | 3 | 0.0 | -5 | -3 | 1 | -2
CCN(CC)C(=O)Oc1ccccc1NC(C)=O | 0.5 | -3[fluorescence artefact?] | 10 | -5 | 1.1 | 7 | 12 | 2 | 0
CCCOc1ccc2c(C)c(CC(=O)OC)c(=O)oc2c1 | 1.1 | -8 | 6 | 3 | -0.1 | -3 | 21 | 8 | 2
Cc1ccc(/C=N/NC(=O)c2ccc3nc[nH]c3c2)o1 | -0.7 | 5 | -3 | 4 | 0.6 | -6 | 20 | 2 | -2
Cc1c(NC(=O)c2ccccc2)c(=O)n(-c2ccccc2)n1C | -1.8 | -2 | -4 | -3 | -0.8 | -3 | -7 | -2 | 3
Cc1ccc(C(=O)NC(=S)Nc2nc(-c3cccc([N+](=O)[O-])c3)cs2)c(Cl)c1 | -3.8 | 6 | -4 | -5 | 1.3 | -30 | 1 | -2 | -1
Cc1cccc2cc3c(N)c(C(=O)N4CCCc5ccccc54)sc3nc12 | 0.3 | -1 | 8 | -2 | 0.5 | -3 | -18 | 0 | 1
CCOC(=O)C1=C(CSc2nc(-c3ccncc3)ccc2C#N)OC(N)=C(C#N)C1c1cccnc1 (centres undefined) | 0.6 | 2[fluorescence artefact?] | -1 | -4 | 0.7 | -18 | -14 | -1 | -2
CCOC(=O)N1CCN(S(=O)(=O)c2cc(Br)cc3c2N(C(=O)CC)CC3)CC1 | 0.6 | 3[fluorescence artefact?] | 4 | -2 | 0.5 | -2 | -29 | 1 | -1
CCC(Sc1nc2cc3c(cc2c(=O)n1Cc1ccco1)OCO3)C(=O)Nc1ccccc1OC (centres undefined) | 0.8 | -9 | 10 | 0 | 1.4 | -12 | -5 | 3 | -2
Cc1ccc(C(=O)CC2(O)C(=O)Nc3ccccc32)s1 (centres undefined) | 1.2 | -7 | 2 | -3 | 2.0 | -12 | 2 | 3 | 2
Cc1ccc(-c2cc(-c3cccc(F)c3)n[nH]2)c(O)c1 | -0.6 | 7 | 18 | -3 | -0.1 | -22 | 16 | 6 | 8
COc1ccc(NC(=S)N(CCCN2CCCCC2)Cc2cccs2)cc1 | -1.4 | 2 | -5 | 5 | -1.0 | -23 | 6 | 6 | 1
Cc1ccc(-c2nnc(NCc3ccccc3)c3ccccc23)cc1 | 3.0 | 3 | 2 | 6 | 0.6 | -12 | -10 | 12 | -1
Cc1cc2cc(CCNC(=O)c3ccc(S(=O)(=O)N4CCOCC4)cc3)c(=O)[nH]c2cc1C | 0.0 | -5 | 2 | -3 | 0.7 | -17 | -2 | 2 | -2

A few values from above.
Value for `COc1ccc(NC(=S)N(CCCN2CCCCC2)Cc2cccs2)cc1` under BaF3 tox: 6
Value for `COc1ccc(C(N)=O)cc1NC(=O)CC(O)(C(F)(F)F)C(F)(F)F` under S1P4 agonist: 0.6
Value for `Cc1c(NC(=O)c2ccccc2)c(=O)n(-c2ccccc2)n1C` under Wee1 stabilizer: 3

Given as labelled records: four of the compounds above
> COc1cc(C2NC(=O)NC(C)=C2C(=O)OCc2ccc(C)cc2)cc(OC)c1O (centres undefined)
  S1P4 agonist = 2.2	eIF4E-4G inh = 1	NPY-Y2 PAM-ag = -9	Ba/F3 V617F tox = 2	PERK inhibitor = -0.4	MDM2 E3 inh = -14	S1P4 antag = -3	BaF3 tox = -1	Wee1 stabilizer = 2

> Cn1cnc([N+](=O)[O-])c1N=C(N)N
  S1P4 agonist = -0.3	eIF4E-4G inh = -7	NPY-Y2 PAM-ag = -14	Ba/F3 V617F tox = 1	PERK inhibitor = -1.3	MDM2 E3 inh = -11	S1P4 antag = -4	BaF3 tox = -5	Wee1 stabilizer = 1

> COc1ccc2[nH]c(=O)c(CN(C(=O)c3cccnc3)c3ccccc3OC)cc2c1
  S1P4 agonist = 1.2	eIF4E-4G inh = 10	NPY-Y2 PAM-ag = -1	Ba/F3 V617F tox = -1	PERK inhibitor = -0.2	MDM2 E3 inh = -10	S1P4 antag = -19	BaF3 tox = 7	Wee1 stabilizer = 3

> O=C(NNC(=S)NCc1ccccc1)c1ccc(Br)o1
  S1P4 agonist = 0.2	eIF4E-4G inh = -3	NPY-Y2 PAM-ag = -22	Ba/F3 V617F tox = -1	PERK inhibitor = 1.4	MDM2 E3 inh = -5	S1P4 antag = -10	BaF3 tox = 10	Wee1 stabilizer = 5

An unsorted share of the library (roughly 4.1% active in at least one column).
